From PubChem
tim23-1 inh – growth inhibitors of tim23-1 mutant yeast. S. cerevisiae tim23-1 growth, BacTiter-Glo luminescence, 24 h. inhibition, % at 20 µM. hit rate 1.3% among 330,000;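 active means growth inhibition of the mutant yeast at or above 50%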;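 further: temperature-sensitive mutant grown at 25 °C; plate controls were DMSO-treated mutant yeast for no effect and medium wells lacking yeast for full effect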
UPR XBP1 act – activators of adaptive arm of unfolded protein response (XBP1) | CHO-XBP1 luciferase reporter, IRE1-XBP1 UPR activation, luminescence; percent of tunicamycin response, DMSO as zero | activation, % at 20 µM | hit rate 0.33% among 330,000;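 active means versus positive control, 20 µM dose yields 30% or more activation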;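 further: 100% = tunicamycin at 10 µg/mL and 0% = DMSO only wells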
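incubation = overnight seeding at 37 °C, 6 h compound treatment at 37 °C | assay system = CHO-XBP1 cells stably carrying IRE1-XBP1-driven luciferase reporter | input = 1000 cells per well | detection = luciferase luminescence | dosing = single point, 20 µM final compound, 1% DMSO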
Mdm2 MdmX PPI – inhibitors of human Mdm2/MdmX interaction | O15151+Q00987 | SaOS-2 split-luciferase Mdm2/MdmX complementation, luminescence | inhibition, % at 8 µM | hit rate 3% among 330,000 | AID 485346;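 active means inhibition of at least 50% at 8 µM in the primary screen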
NLRP3 yeast inh – inhibitors of NALP3 inflammasome in yeast; Yeast reconstituted NLRP3/ASC/caspase-1, beta-gal luminescence, 24 h; inhibition, % at 10 µM; hit rate 0.39% among 330,000; AID 2825;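 active means inhibition of 50% or more; inactive means inhibition below 50%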;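 further: plate controls were induced DMSO wells for no effect and uninduced yeast grown without galactose for full effect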
APJ ag – agonists of human APJ apelin receptor; P35414; CHO-K1 APJ PathHunter beta-arrestin, luminescence; 0% DMSO wells, 100% apelin; activation, % at 20 µM; hit rate 0.11% among 330,000; AID 2520;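 active means activation more than six SD over the plate average, tested at 20 µM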;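 further: 0% = DMSO alone and 100% = apelin-13 at 10 nM; some results filed as inactive read as strong as hits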
Target sequence (P35414 whole entry, looked up): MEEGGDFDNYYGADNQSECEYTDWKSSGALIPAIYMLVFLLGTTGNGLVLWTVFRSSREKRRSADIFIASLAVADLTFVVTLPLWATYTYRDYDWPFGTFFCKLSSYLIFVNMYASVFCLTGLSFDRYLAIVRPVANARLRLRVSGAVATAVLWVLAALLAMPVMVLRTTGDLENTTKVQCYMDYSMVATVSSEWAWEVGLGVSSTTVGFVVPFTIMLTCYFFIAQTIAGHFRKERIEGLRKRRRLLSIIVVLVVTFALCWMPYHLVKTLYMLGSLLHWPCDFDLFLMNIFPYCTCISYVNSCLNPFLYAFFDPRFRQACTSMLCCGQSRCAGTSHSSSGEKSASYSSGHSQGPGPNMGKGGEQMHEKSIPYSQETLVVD
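Test system – PathHunter CHO-K1 APJ (AGTRL-1) beta-arrestin reporter cells · Input – 1000 cells/well · Compound – single test compound dose, 20 µM final, 1% DMSO · Times – compound stimulation 90 min at 25 °C, detection 60 min · Technique – beta-gal luminescence · Read-out basis – APJ–arrestin association signal · Control set – negative DMSO alone, positive Apelin-13 at 10 nM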
TIM10 inh – growth inhibitors of TIM10 yeast strain; hit rate 1.4% among 330,000; inhibition, % at 10 µM; S. cerevisiae TIM10 strain growth, BacTiter-Glo luminescence, 24 h; AID 463195;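 active means inhibition of 40% or more at the single tested concentration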;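 further: wild-type TIM10 isogenic control strain grown at permissive 25 °C; 0% = DMSO yeast wells and 100% = minimal medium wells without yeast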
tim10-1 inh – growth inhibitors of tim10-1 mutant yeast; S. cerevisiae tim10-1 ts strain growth, BacTiter-Glo, 24 h; inhibition, % at 20 µM; hit rate 2.2% among 330,000; AID 463190;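 active means inhibition of at least 40%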;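 further: mutant grown at 25 °C; 0% = DMSO wells with yeast and 100% = wells holding no yeast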
NR3A LBD binder – NR3A (human) ligand-binding domain modulation. NR3A LBD differential scanning fluorimetry, Tm shift; 0% = protein alone, 100% = glycine-bound protein. hit rate 2.5% among 340,000. AID 1259313. Tm shift relative to glycine control, % at 25 µM;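 active means melting temperature shift of at least 10% of the positive control shift, at one fixed dose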
CHOP UPR activ – apoptotic UPR (CHOP) activation | hit rate 0.34% among 330,000 | CHO-CHOP luciferase reporter, luminescence; percent of tunicamycin response over DMSO baseline | activation, % at 10 µM;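 active means at 10 µM dose, activation of 40% or more, normalized to positive control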;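 further: 100% = tunicamycin at 10 µg/mL and 0% = DMSO alone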
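Test system: CHO CHOP reporter cells. Input: 500 CHO-CHOP cells per well. Medium: F12 with 10% FBS. Technique: luciferase luminescence. Measure: percent activation relative to tunicamycin control. Dosing: 10 µM compound, 0.5% DMSO. Timing: 16-18 h cell attachment, then 6 h compound exposure, 37 °C.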
* = called active by the depositor.

SMILES	tim23-1 inh	UPR XBP1 act	Mdm2 MdmX PPI	NLRP3 yeast inh	APJ ag	TIM10 inh	tim10-1 inh	NR3A LBD binder	CHOP UPR activ
O=C(Nc1nc(-c2cc(Cl)sc2Cl)cs1)c1ccc(Br)s1	8	17	80*	6	1	-5	-4	-2	0.8
CC(C)N(C(=O)CSc1nnc(-c2ccc3c(c2)OCO3)n1C)C(C)C	8	4	7	-9	-3	14	11	1	-1.7
CCN(CC(=O)Nc1ccc(NC(C)=O)cc1)C(=O)c1c(-c2c(F)cccc2Cl)noc1C	2	-4	-3	18	-1	3	-5	10	-1.0
CC(=O)c1ccc(N(C(=O)Cn2nnc(-c3ccccc3)n2)C(C(=O)NC2CCCCC2)c2ccccn2)cc1 (stereo not drawn)	-2	1	-2	5	-1	-7	16	2	2.8
CCC(=O)Nc1nnc(-c2ccc(OC)cc2)o1	2	3	29	24	-3	-21	-23	3	1.0
COCCN(C(=O)c1ccc(-c2ccc(Cl)cc2)o1)c1c(N)n(CC(C)C)c(=O)[nH]c1=O	13	-1	16	-1	-4	8	11	-1	2.1
Cc1ccc(S(=O)(=O)N2CCC(NC(=O)c3cccc(F)c3)CC2)cc1	-12	0	18	19	-3	0	7	2	-1.4
Cc1nnc(NC(=O)c2cc(S(=O)(=O)N3CCCCC3)ccc2Cl)s1	1	-1	-14	-8	-3	3	11	-1	1.4
CC(CCc1ccccc1)NC(=O)COC(=O)c1cc(NS(=O)(=O)c2ccc(Cl)c([N+](=O)[O-])c2)ccc1O (stereo not drawn)	-6	2	22	15	-1	-7	13	22*	2.4
Clc1ccc(OCc2noc(-c3ccsc3)n2)c(Cl)c1	22	5	-137	2	-6	21	15	-2	3.5
c1ccc2oc(Cc3ccc(Cc4nc5ccccc5o4)cc3)nc2c1	11	0	-25	15	3	-10	7	-7	-0.5
CC(=O)Nc1ccc(S(=O)(=O)N2CCC(C(=O)NC3CC3)CC2)cc1	8	2	12	4	-4	6	6	-2	0.7
O=c1cc(-c2cccc(F)c2)[nH]c2ccccc12	-7	14	52*	1	-5	-2	-24	1	2.3
Oc1ccc(Br)cc1-c1cc(-c2ccccc2F)[nH]n1	-2	3	24	8	-2	26	17	10	4.9
COc1ccc(CCNC(=O)Cn2cnc3c(cnn3C(C)(C)C)c2=O)cc1OC	0	-1	1	-6	1	13	-5	2	-0.2
O=C1CCC(=O)N1c1nc2nc(-c3ccccc3)cc(-c3ccccc3)n2n1	16	0	9	10	6	3	14	2	2.8
COc1ccc2nc(C)cc(N3CCN(S(=O)(=O)c4ccccc4F)CC3)c2c1	47	-2	1	25	-2	30	40*	-2	-0.3
COc1ccc2c(c1)c(C(C)=O)c(C)n2CCc1ccc(OC)c(OC)c1	30	-4	-14	17	0	19	31	-1	0.7
CC(OC(=O)[C@H](C)NC(=O)c1ccccc1Cl)C(=O)NCc1ccc2c(c1)OCO2 (stereo partly drawn)	4	-5	14	7	-2	-7	6	2	1.7
Cc1cccc(C(=O)Nc2ccccc2C(=O)NCc2cccnc2)c1	-5	0	20	0	-2	14	22	-1	-1.0
Cc1onc(-c2ccccc2Cl)c1C(=O)Nc1ccc(S(=O)(=O)N2CCCC2)cc1	7	-4	29	12	-4	7	2	-5	0.5
Cc1nnc(NC(=O)C(c2ccccc2)c2ccccc2)s1	-2	4	7	5	-1	-22	0	-1	1.5
CCCn1c(SCC(=O)NC2CCCC2)nnc1-c1ccccn1	11	0	-29	11	-5	-10	9	0	2.5
CCOC(=O)c1cnc2ncnn2c1N	-2	1	21	2	-2	-7	-1	-2	0.7
CCN(CC(=O)NCc1cccs1)C(=O)c1ccc(OC)c(S(=O)(=O)N2CCOCC2)c1	0	-7	12	7	-2	-9	-1	3	-4.0
Cc1ccc(S(=O)(=O)NNC(=O)C2Cc3c(ccc4ccccc34)O2)cc1 (stereo not drawn)	22	1	9	12	-4	20	28	5	-2.4
O=C(Nc1ccccc1Cl)C1CCCN1C(=O)OCc1ccccc1 (stereo not drawn)	6	-4	-1	26	-2	-9	8	1	0.3
O=C(NCCO)c1scc2c1OCCO2	2	-1	11	-8	-3	15	8	0	0.4
Cc1cc(NC(=O)CSc2nnnn2-c2ccc(C)c(Cl)c2)no1	-5	1	-3	-1	2	-12	-4	1	-0.1
O=C(NCCC1=CCCCC1)C(=O)NCC1OCCCN1S(=O)(=O)c1ccc(F)cc1 (stereo not drawn)	-7	1	8	1	-3	6	11	-1	0.3
COc1cc(/C=C/C(=O)OCC(=O)N2c3ccccc3NC(=O)C2(C)C)cc(OC)c1OC	10	2	45	7	3	3	6	-4	-1.5
Cc1ccc(-n2ncc3c(=O)n(CC(=O)NCc4ccco4)cnc32)cc1C	5	-4	22	9	-2	-1	5	-1	2.1
Cc1cc(C)cc(NC(=O)CN2C(=O)NC(C)(c3ccccc3)C2=O)c1 (stereo not drawn)	9	-2	5	16	-1	5	2	1	1.1
Cc1ccc(C23CC4CC(CC(C(=O)NC(C(=O)O)C(C)C)(C4)C2)C3)cc1 (stereo not drawn)	5	-2	0	0	-2	10	2	-1	-0.7
CC(=O)OCC(=O)[C@@]1(O)CC[C@H]2[C@@H]3C[C@H](C)C4=CC(=O)C=C[C@]4(C)[C@H]3[C@@H](O)C[C@@]21C	0	-8	-5	-8	-1	-1	-14	1	-2.1
COc1ccc(CN(C)CC2CCCN(CCc3ccc(Cl)cc3)C2)cc1OC (stereo not drawn)	-53	-3	15	18	-3	-21	0	1	3.2
Cc1cc(C(=O)CSc2nc(N)cc(=O)[nH]2)c(C)n1-c1cccc(F)c1	3	1	8	5	5	1	7	-16	4.1
CCCCSc1nc2sc3c(c2c(=O)n1-c1ccccc1)CCN(C)C3	28	0	22	12	-4	6	4	1	0.1
O=c1cc(CN2CCN(c3ccccn3)CC2)nc2sccn12	3	2	0	-3	-2	-10	11	0	-2.2
COCCN(CC(=O)Nc1cccc(C)c1C)C(=O)Cn1c(=O)cnc2ccccc21	-5	-1	5	16	-3	9	1	2	-0.6
N#Cc1c(NC(=O)CCC(=O)O)sc2c1CCCCC2	1	-3	-4	2	-3	10	8	-4	1.4
O=C(COC(=O)CCC(=O)c1ccc(Cl)cc1)NCc1ccc(F)cc1	8	-3	-7	8	0	-8	7	1	-2.4
O=C(N/N=C/c1ccco1)c1cc(-c2ccncc2)nc2ccccc12	10	-1	43	25	2	1	-12	1	-1.3
O=C(Nc1nccs1)C1CC=CCC1C(=O)OCC(F)(F)C(F)F (stereo not drawn)	2	4	-20	8	-2	-3	9	0	-0.1
Cc1ccc(OCC(=O)Nc2nc(-c3ccccn3)cs2)c(C)c1	46	0	43	32	-3	-18	31	1	2.0
COc1cc(C(=O)NNC(=O)c2ccoc2C)cc(OC)c1OC	2	-1	-49	1	-5	14	11	-1	-1.2
CSc1ccc(CN2CCCC(CNC(=O)c3ccc(F)cc3)C2)cc1 (stereo not drawn)	-12	3	13	9	-1	-4	-13	0	-1.3
CCCNC(=O)CSc1nnc(C)s1	10	-1	-6	-3	-3	2	4	-1	0.2
Cc1ccc(C(=O)N(C)CCOc2ccccc2)cc1S(=O)(=O)N1CCCCC1	41	-1	15	18	-2	3	30	7	-2.1
Cc1cc([N+](=O)[O-])nn1CCCC(=O)N1CCN(c2ccc(F)cc2)CC1	8	-4	-4	6	-3	7	8	-4	0.4
Cc1c(N2C(=O)SC(CC(=O)O)C2=O)c(=O)n(-c2ccccc2)n1C (stereo not drawn)	11	-3	8	25	-4	4	-1	1	-0.6
c1ccc(C[C@H]2CN=C(Nc3ccccc3)N2CC2CCC2)cc1	-3	-2	-6	19	-2	-16	-20	-1	-1.3
Cn1nc(C(=O)N2CCN(C(c3ccccc3)c3ccccc3)CC2)c2ccccc2c1=O	17	-2	22	5	0	-7	-24	-3	4.2
O=C(NCc1ccc(Cl)cc1)c1ccc(CNc2c(N3CCCC3)c(=O)c2=O)cc1	15	-1	22	-6	-3	-26	-7	-1	-1.8
Cc1ccccc1NC(=O)NNC(=O)OC(C)(C)C	10	1	21	12	-1	-7	5	0	-1.9
CC1CCN(CCCCOc2cccc(Br)c2)CC1	-1	-1	-59	24	-1	-55	-27	-8	1.4
COc1ccc2c(CC(=O)OCC(=O)N3CCc4ccccc43)coc2c1	0	1	1	15	6	3	12	5	-1.1
CCCOc1ccc(C2C(C#N)=C(N)Oc3nc[nH]c(=O)c32)cc1OC (stereo not drawn)	7	0	21	-6	2	-8	0	-2	-1.1
Cc1nnc(OCC(=O)NCCC2=CCCCC2)c2ccccc12	6	-1	17	-4	1	-10	15	-6	-0.7
COc1ccc(C(=O)N/N=C\c2ccoc2)cc1	4	-2	-16	10	-3	-2	-24	-2	1.9
Following part:
SMILES	tim23-1 inh	UPR XBP1 act	Mdm2 MdmX PPI	NLRP3 yeast inh	APJ ag	TIM10 inh	tim10-1 inh	NR3A LBD binder	CHOP UPR activ
CN1CCn2c1nc(N1CCCCC1)nc2=O	16	-4	0	-4	-1	-5	15	7	-1.0
COc1ccc(NS(=O)(=O)c2ccc(N/N=C(\C)c3ccncc3)c([N+](=O)[O-])c2)cc1	10	-2	33	10	6	-34	-15	21*	0.6
O=C(CSc1nc2nc3c(cc2c(=O)n1-c1ccccc1)CCCC3)Nc1cccc2ccccc12	12	1	5	0	-1	1	43*	-2	2.4
C=CCN(c1ccc(C(=O)NCCCn2ccnc2)cc1)S(C)(=O)=O	6	0	19	1	-1	-6	11	0	-0.9
COC(=O)C1=CN(CC2CCCO2)C=C(C(=O)OC)C1c1cccc(O)c1 (stereo not drawn)	0	1	-23	0	-2	14	-6	1	1.1
Cc1ccc(S(=O)(=O)NCCC(=O)Oc2ccc3ccc(=O)oc3c2)cc1	31	-1	-1	-11	-2	2	29	-1	-1.3
COc1ccc(OC(=O)CCc2c[nH]c3ccccc23)cc1	33	-4	-9	9	-1	5	27	-9	-0.4
O=c1[nH]ncn1-c1ccccc1C(F)(F)F	9	2	-4	-13	0	-2	13	0	1.7
Cc1ccc2oc(=O)n(Cc3ccc(OC(C)C)cc3)c2c1	39	0	6	33	-5	11	22	-3	0.3
Cn1c(=S)[nH]c2[nH]c(=O)cnc2c1=O	4	0	11	10	2	-2	10	-1	2.5
COC(=O)c1[nH]nc(-c2ccccc2)c1-c1ccccc1	12	0	39	7	-2	26	20	-1	-1.8

Record cards, as listed above. Values in the order: tim23-1 inh | UPR XBP1 act | Mdm2 MdmX PPI | NLRP3 yeast inh | APJ ag | TIM10 inh | tim10-1 inh | NR3A LBD binder | CHOP UPR activ
COC(=O)c1[nH]nc(-c2ccccc2)c1-c1ccccc1 is entered as 12 | 0 | 39 | 7 | -2 | 26 | 20 | -1 | -1.8
C=CCN(c1ccc(C(=O)NCCCn2ccnc2)cc1)S(C)(=O)=O is entered as 6 | 0 | 19 | 1 | -1 | -6 | 11 | 0 | -0.9
COc1ccc(OC(=O)CCc2c[nH]c3ccccc23)cc1 is entered as 33 | -4 | -9 | 9 | -1 | 5 | 27 | -9 | -0.4
COc1ccc(NS(=O)(=O)c2ccc(N/N=C(\C)c3ccncc3)c([N+](=O)[O-])c2)cc1 is entered as 10 | -2 | 33 | 10 | 6 | -34 | -15 | 21* | 0.6
